SNCA expr inhib – SNCA gene expression inhibition | HEK-293 SNCA-luciferase knock-in, luminescence, 24 h | Potency, µM (highest dose often 57.2 µM), for inactives: top-dose activity change, negative = inhibition, hits mostly inhibitors | hit rate 0.17% among 140,000 | AID 1671194;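 also: potency is read from the fitted curve at half-maximal effect; plate controls were DMSO cells for no effect and cell-free wells for full effect; nearly all actives have a fitted effect of over 45% in size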
HEK cytotox – kills HEK 293 cells; HEK 293 viability, ATP luminescence (CellTiter-Glo), 48-72 h; Potency, µM (series often up to 115 µM), without a hit: at the top dose activity change, negative = cytotoxicity, actives largely listed as inhibitors; hit rate 6.6% among 94,000; also: potency is read from the fitted curve at half-maximal effect; nearly all actives have a fitted effect of over 60% in size
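HEK 293 cells at 250 cells/well were exposed to compounds by pintool transfer for 48 or 72 hr at 37 degree Celsius, 5% CO2. Viability was read as ATP-coupled luminescence with CellTiter-Glo after 10 min at room temperature.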
GPT2 inhibitor – blocks human glutamate pyruvate transaminase 2; Recombinant GPT2, coupled pyruvate oxidase/HRP Amplex Red fluorescence; hit rate 0.25% among 100,000; AID 1671188; Q8TD30; Potency, µM (series often up to 57.7 µM), without a hit: at the top dose activity change, negative = inhibition, most hits filed as inhibitors; also: potency is read from the fitted curve at half-maximal effect; nearly all actives have a fitted effect of over 60% in size; many of its hits are not listed in these tables
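Recombinant GPT2 (10ng/uL) with 250uM a-KG and 2mM L-alanine, 30 min at room temperature, in HEPES pH 7.5 buffer. Pyruvate detected by pyruvate oxidase/HRP/Amplex Red fluorescence after 30 min in the dark; AOA (50uM) as positive control.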
IP6K1 inhibitor – inhibitors of human IP6K1 | activity change, % (series mostly up to about 58 µM) | Q92551 | IP6K1 kinase, ADP-Glo luminescence, 2 h; hits give low values | AID 1645851 | hit rate 0.81% among 140,000; in the data active = activity change below about -25%
Target sequence (Q92551 whole entry, looked up): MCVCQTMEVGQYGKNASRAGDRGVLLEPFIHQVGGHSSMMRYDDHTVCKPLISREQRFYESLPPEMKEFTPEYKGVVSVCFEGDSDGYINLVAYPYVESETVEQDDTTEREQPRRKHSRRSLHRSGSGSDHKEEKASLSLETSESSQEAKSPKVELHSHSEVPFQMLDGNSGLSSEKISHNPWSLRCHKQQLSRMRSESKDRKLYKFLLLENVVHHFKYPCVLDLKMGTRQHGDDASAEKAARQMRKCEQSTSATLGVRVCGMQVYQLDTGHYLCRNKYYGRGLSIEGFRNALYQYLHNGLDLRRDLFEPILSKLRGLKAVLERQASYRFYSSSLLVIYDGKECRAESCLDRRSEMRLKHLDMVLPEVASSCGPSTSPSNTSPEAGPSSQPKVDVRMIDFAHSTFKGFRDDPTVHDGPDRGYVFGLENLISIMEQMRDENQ
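ADP-Glo luminescence measures ADP made by human IP6K1 during a 2 h RT reaction with ATP/IP6 (mix at 1.3 mM/130 uM); top library doses 57.5 and 19.1 uM final.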
Luciferase inh – Photinus pyralis luciferase inhibition | P08659 | purified P. pyralis luciferase, luminescence, biochemical | Potency, µM (series often up to 115 µM), for inactives: at the top dose activity change, negative = inhibition, actives largely listed as inhibitors | hit rate 2.5% among 76,000 | AID 1347043; also: potency is read from the fitted curve at half-maximal effect; nearly all actives have a fitted effect of over 65% in size
Target sequence (P08659 whole entry, looked up): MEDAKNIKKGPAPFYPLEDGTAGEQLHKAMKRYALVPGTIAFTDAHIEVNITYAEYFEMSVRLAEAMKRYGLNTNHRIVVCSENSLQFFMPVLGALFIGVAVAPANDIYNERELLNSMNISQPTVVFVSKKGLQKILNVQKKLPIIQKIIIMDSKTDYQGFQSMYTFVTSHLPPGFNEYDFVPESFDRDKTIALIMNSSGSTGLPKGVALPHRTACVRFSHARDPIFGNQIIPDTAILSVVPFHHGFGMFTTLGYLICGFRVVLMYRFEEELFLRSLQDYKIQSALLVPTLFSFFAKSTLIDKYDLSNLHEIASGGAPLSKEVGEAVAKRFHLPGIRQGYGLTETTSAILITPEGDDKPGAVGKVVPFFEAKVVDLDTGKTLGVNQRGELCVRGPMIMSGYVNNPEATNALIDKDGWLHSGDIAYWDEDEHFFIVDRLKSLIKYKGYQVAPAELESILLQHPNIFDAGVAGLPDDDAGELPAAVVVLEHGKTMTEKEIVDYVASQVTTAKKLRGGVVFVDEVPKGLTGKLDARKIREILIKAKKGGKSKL
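Cell-free enzyme assay, 10nM P. pyralis luciferase, luciferin and ATP each at 10uM. Inhibition profiled over a 6-point titration, read as luminescence.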
3T3 cytotox – NIH 3T3 cell cytotoxicity; AID 1345082; NIH 3T3 viability, CellTiter-Glo ATP luminescence, 48-72 h; hit rate 4.3% among 94,000; Potency, µM (titrated, usually from 96.7 µM), for inactives: at the top dose activity change, negative = cytotoxicity, usual class: inhibitors; also: potency is read from the fitted curve at half-maximal effect; nearly all actives have a fitted effect of over 55% in size
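Luminescent ATP readout (CellTiter-Glo, 10 min RT) after 48 or 72 hr compound exposure of NIH 3T3 cells seeded at 400 cells/well in 1536-well format; quantitative HTS.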
SNCA viab count – cell viability loss counter-screen | HEK-293-SNCA-luc viability, GF-AFC fluorescence, 24 h | Potency, µM (titrated, usually from 57.1 µM), inactives show top-dose activity change, negative = cytotoxicity, hits mostly cytotoxic | hit rate 0.12% among 150,000 | AID 1671193;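 also: potency is read from the fitted curve at half-maximal effect; 0% = DMSO-treated cells and -100% = medium-only wells without cells; nearly all actives have a fitted effect of over 30% in size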
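HEK-293-SNCA-luc cells (1500/well) plated 24 h, then exposed 24 h to a dilution series; GF-AFC added 30 min at 37C, fluorescence 405/540 nm; normalised to medium-only and DMSO wells, Hill fit.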
Active calls of the source: *; i = inactive; ? = inconclusive; · = no result given; [ ] = remark or other dose. Unless noted, calls follow the shape of the dose curve; as a rule, active = well fitted curve in the direction sought with a large enough effect; inconclusive = small, poorly fitted or top-dose-only effect, or another doubt; inactive = no such curve, though single readings can be large; an effect the other way counts as inactive or inconclusive. Unless noted, % is scaled to controls: 0 for no effect and ±100 for the full control effect.

mol | SNCA expr inhib | HEK cytotox | GPT2 inhibitor | IP6K1 inhibitor | Luciferase inh | 3T3 cytotox | SNCA viab count
CCOc1ccc(C2NC(=O)c3c(COC)cc(C)nc3N2Cc2ccccc2)cc1OC (stereo not given) | -2% | · | · | -1 | · | · | -8%
O=C(Nc1ccc(-c2cn3cccnc3n2)cc1)c1ccccc1F | 61%[activator] | · | · | 1 | · | · | -2%
Cc1ccccc1NC(=O)CSc1nccn1C | 9% | · | · | -5 | · | · | 2%
COc1ccccc1S(=O)(=O)Cc1ccc(C(=O)NCc2ccc(Cl)cc2)o1 | 4% | · | · | -11 | · | · | -7%
CCC(CC)n1c(=O)n(CCCc2cccnc2)c2cc(C(=O)O)cnc21 | -11% | -10% | 0% | -9 | 14% | -19% | -5%
COCCN1C(=O)[C@H]2CN(Cc3ccccc3)C[C@H]2C1=O | 13% | 7% | i | -1 | 0% | 1% | -1%
COc1ccc(-c2c(C)nn3c(N4CCC(C(=O)NCCC(C)C)CC4)cc(C)nc23)cc1OC | -19% | · | · | -7 | · | · | 6%
O=C(NCc1ccc2c(c1)OCO2)c1ccc(N2CC3CC(C2)[C@H]2CCCC(=O)N2C3)nc1 (stereo not given in full) | -13% | 7% | 5% | 4 | 2% | -8% | -6%
O=C(NC1CCC1)C1CN(C(=O)Cn2nnc(-c3ccc(F)cc3)n2)CCO1 (stereo not given) | -13% | -23% | 1% | -1 | 4% | -8% | 2%
Cn1nccc1C(=O)N1CCCC(c2nc(-c3ccccc3)no2)CCNC(=O)CC1 (stereo not given) | -9% | 3% | i | 9 | ? | -2% | 1%
CC(C)NCC(O)COc1ccc(COCCOC(C)C)cc1 (stereo not given) | 26% | · | i | 1 | · | · | -4%
O=c1c2[nH]c3ccccc3c2nc(SCc2ccccc2F)n1-c1ccc(F)cc1 | 30% | · | · | -8 | · | · | 8%
CCc1ccc(NC(=O)CSc2nc3c([nH]c4ccccc43)c(=O)n2-c2ccc(C)cc2)cc1 | ? | · | · | -13 | · | · | 28%
Cc1ccsc1C(=O)N1CCC(N2C(=O)CCC2C(=O)NCc2cccnc2)CC1 (stereo not given) | 10% | -15% | 1% | 10 | · | -8% | 1%
Cc1cccc(NC(=O)CSc2cn(CC(=O)N3CCOCC3)c3ccccc23)c1 | -4% | · | · | 18 | · | · | 8%

Another view of two compounds above:
> Cc1ccccc1NC(=O)CSc1nccn1C
  SNCA expr inhib: 9%	HEK cytotox: ·	GPT2 inhibitor: ·	IP6K1 inhibitor: -5	Luciferase inh: ·	3T3 cytotox: ·	SNCA viab count: 2%
> Cn1nccc1C(=O)N1CCCC(c2nc(-c3ccccc3)no2)CCNC(=O)CC1 (stereo not given)
  SNCA expr inhib: -9%	HEK cytotox: 3%	GPT2 inhibitor: i	IP6K1 inhibitor: 9	Luciferase inh: ?	3T3 cytotox: -2%	SNCA viab count: 1%

Next section
mol | SNCA expr inhib | HEK cytotox | GPT2 inhibitor | IP6K1 inhibitor | Luciferase inh | 3T3 cytotox | SNCA viab count
O=C(c1ccc(F)c(Cl)c1)N1CCN(c2cc(-c3ccccc3)[nH]n2)CC1 | 1% | ? | i | -2 | 15% | ? | -3%
O=S(=O)(c1ccc2ccccc2c1)n1nc(-c2ccco2)nc1NCc1cccc(Cl)c1 | 16% | · | · | -8 | · | · | 0%
COCCn1c(CO)nnc1C1CC(NC(=O)c2ccc3c(c2)CCO3)C1 (stereo not given) | 2% | i | -9% | -6 | 8% | 0% | 2%
CCc1ccc(CNC(=O)c2cnc(N3CCCCC3)c3ccccc23)cc1 | 32% | · | · | 15 | · | · | 6%
CCC1CC2C(C)=CC3CCCCC3C2(C)C2(OC(=O)C(C)(O)OC2=O)O1 (stereo not given) | · | · | i | -6 | · | · | 2%
Cc1ccc(NC(=O)CSc2cc(=O)n(C)c3ccc(Cl)cc23)c(Br)c1 | 0% | · | · | -13 | · | · | -4%
CCc1ccc2occ(CC(=O)Nc3sc4c(c3C(=O)OC)CCC4)c2c1 | 38%[activator] | · | · | -17 | · | · | -3%
COc1ccc(CN2CCc3oc(C)c(C(=O)N4CCCCCC4)c3C2)cc1 | -4% | ? | -6% | -9 | -20% | ? | ?
Cc1nn2c(c1-c1ccccc1C(C)C)N(C(=O)c1cccnc1)CCC2 | -23%[87.6 µM] | ? | -20%[88.5 µM] | 14 | 3%[172 µM] | ? | -4%[87.6 µM]
Cc1cccc(CN2CCCC3(CCN(Cc4cccc(O)c4)C3)C2)c1 (stereo not given) | -12% | ? | 2% | 7 | 3% | ? | -12%
COCC1CN(C2CCC2)CC12CCN(C(=O)COc1cccc(C)c1)CC2 (stereo not given) | ? | ? | -6% | 4 | -11% | ? | 1%
CC(C)(C)c1cc(CNC(=O)CC2C(=O)NCCN2CC2CCCCC2)[nH]n1 (stereo not given) | 16% | -19% | i | -3 | -3% | -17% | -1%
O=C1CO[C@H](c2ccc(NC(=O)C3CCCCC3)cc2)[C@@H](CO)N1 | -4%[87.6 µM] | 1%[172 µM] | -11%[88.5 µM] | 0 | -5%[172 µM] | -28%[138 µM] | 4%[87.6 µM]
CCCS(=O)(=O)N1CCC(C(=O)N2CCCCCCNC(=O)CC2)CC1 | -2% | -4% | 0% | -7 | -1% | -1% | 4%
O=C([C@H]1C[C@H](Oc2ccccc2)CN1C(=O)CC1CCCC1)N1CCOCC1 | 15% | -23% | i | -1 | -4% | -25% | -1%
CCOc1ccc(NC(=O)CC2C(=O)N(c3ccc(F)cc3)C(=O)N2Cc2ccc(OC)c(OC)c2)cc1 (stereo not given) | -2% | · | · | -7 | · | · | -6%
CCOc1ccc(NC(=O)CN2CCN(CC(=O)Nc3ccc(N(CC)CC)cc3)CC2)cc1 | 58%[activator] | · | · | -9 | · | · | -21%
Cc1cc2cc(CCNS(=O)(=O)c3ccc(Br)cc3)c(=O)[nH]c2cc1C | ? | · | · | 23 | · | · | 1%
COCCN1CCNc2cc(-c3cc(Cl)ccc3OC)ncc2C1 | -19%[87.6 µM] | ? | i | -4 | ? | ? | -15%[87.6 µM]
CCOc1ccccc1NC(=O)NCc1ccc2c(c1)CCN2C(=O)c1ccccc1 | ? | · | · | -5 | · | · | -4%
COc1cccc(NCc2nnc3n2CCCCC3)c1 | 20% | · | · | -17 | · | · | 4%
Cc1ccc(NC(=O)Cn2c(=O)c(C(F)(F)F)nc3ccccc32)cc1C | -2% | · | · | -3 | · | · | 5%
O=C(NC1CC1)[C@@H]1CN(Cc2cccnc2)C[C@H]1CO | 22% | i | -6% | 6 | 0% | i | 15%
O=C(C1CCCN(S(=O)(=O)c2cccc3nsnc23)C1)N1CCN(c2ccccc2F)CC1 (stereo not given) | 14% | · | · | 6 | · | · | 0%
CC(=O)N1CC2(CCN(C(=O)c3ccc(C)s3)CC2)CC1C(=O)O (stereo not given) | 1% | i | -8% | 12 | -2% | 2% | 0%
COC1CCC12CCN(C(=O)c1ccc(C)nc1)CC2 (stereo not given) | -1% | 1% | i | -7 | 7% | 5% | -1%
O=C(COc1ccccc1[N+](=O)[O-])Nc1cccc(-c2nc3ccccc3s2)c1 | 142%[activator] | · | · | 1 | · | · | 12%
O=C(c1ccc(Cl)cc1)N1CCC(N2CCOCC2=O)CC1 | 5% | -1% | 3% | -18 | · | i | 7%
CC1=C[C@@H](CNC(=O)C(C)(C)C)[C@H](C(C)C)C[C@H]1Cc1nnc(-c2ccccc2F)o1 | ? | 32µM* | -8%[88.5 µM] | -16 | 1%[172 µM] | ? | ?
COc1ccc(OC)c(S(=O)(=O)N2CCOCCNC(=O)[C@@H]3CCC[C@@H]32)c1 | -12% | -4% | i | 0 | -10% | -3% | 8%

Two compounds picked at random from those above, as already listed:
mol | SNCA expr inhib | HEK cytotox | GPT2 inhibitor | IP6K1 inhibitor | Luciferase inh | 3T3 cytotox | SNCA viab count
O=c1c2[nH]c3ccccc3c2nc(SCc2ccccc2F)n1-c1ccc(F)cc1 | 30% | · | · | -8 | · | · | 8%
CCOc1ccc(NC(=O)CC2C(=O)N(c3ccc(F)cc3)C(=O)N2Cc2ccc(OC)c(OC)c2)cc1 (stereo not given) | -2% | · | · | -7 | · | · | -6%

(further entries)
Value order – SNCA expr inhib, HEK cytotox, GPT2 inhibitor, IP6K1 inhibitor, Luciferase inh, 3T3 cytotox, SNCA viab count
COc1ccc(NC(=O)CCNS(=O)(=O)c2cccc3nsnc23)cc1
→ 20%, ·, ·, -22, ·, ·, -8%
O=C(N[C@H]1CCN2C(=O)c3ccccc3NC(=O)[C@@H]2C1)C1CCCC1
→ -8%[87.6 µM], 1%[172 µM], 2%[88.5 µM], -2, -6%[172 µM], -10%[138 µM], -5%[87.6 µM]
COCCOCC(=O)N1CCC2(CC1)c1[nH]c3ccc(OC)cc3c1CCN2C
→ 49%[activator], -10%, i, -8, -10%, -21%, -3%[12.5 µM]
CCOc1cc(C2c3c(oc4cc(C)cc(C)c4c3=O)C(=O)N2CCO)ccc1O (stereo not given)
→ 37%[activator], ·, ·, -6, ·, ·, -8%
COCCCNC(=O)CSc1nc2cc3c(cc2c(=O)n1CCCC(=O)NCc1ccc(OC)cc1)OCO3
→ 17%, ·, ·, -2, ·, ·, 1%
CCOc1ccc(NC(=O)C(NS(=O)(=O)c2ccc3c(c2)CCN3C(C)=O)C(C)C)cc1 (stereo not given)
→ -16%, ·, ·, 0, ·, ·, 22%
c1ccc(-c2noc(-c3cncnc3NCCc3cccs3)n2)cc1
→ 6%, ?, -9%, -7, -10%, -28%, 6%
O=C(COc1ccc(Cl)cc1)NCC(c1cccs1)S(=O)(=O)c1ccc(F)cc1 (stereo not given)
→ -6%, ·, ·, 25, ·, ·, -24%
CN1[C@@H](CCC(=O)Nc2ccccc2)CNC(=O)[C@@H]2[C@H]1CCN2Cc1csnn1
→ 3%[87.6 µM], -3%[172 µM], -12%[88.5 µM], 2, -3%[172 µM], -8%[174 µM], 0%[87.6 µM]
COc1ccccc1C(=O)NC1CCN(Cc2cccc(-c3ccccc3OC)c2)CC1
→ -30%, 45µM*, i, 2, ·, ?, -19%
O=C1[C@@H]2C[C@@H](O)CN2C2(CN(CC3CC3)C2)C(=O)N1Cc1ccccc1
→ -18%[87.6 µM], i, 0%[88.5 µM], 3, -7%[172 µM], -5%[174 µM], 2%[87.6 µM]
CCOc1ccc2c(n1)CCN(C(=O)c1ccc(OC)cc1OC)C2
→ -10%, -5%, i, -1, -2%, -7%, -3%[12.5 µM]
Cc1ccc(CNC(=O)c2ccc3c(c2)c(C)c(C)n3Cc2ccc(Cl)cc2)o1
→ 4%, ·, ·, 2, ·, ·, -22%
O=C(NCCn1cccc1-c1nc(-c2ccccc2)no1)c1cccc(Cl)c1
→ 9%, ?, -6%, 7, -24%, ?, -1%
Cc1ccc(OCC(=O)Nc2ccc(S(=O)(=O)Nc3cc(C)on3)cc2)c(Br)c1
→ -27%, ·, ·, -19, ·, ·, 18%

Screens from PubChem.

Only part of the results is shown (hit frequency here may not be typical).
